High-throughput results as filed in PubChem BioAssay.
M18AAP inhibitor = PfM18AAP enzyme inhibition. inhibition, % at 7.35 µM. AID 1822. recombinant PfM18AAP, H-Glu-NHMec fluorogenic cleavage. 1.2% of 290,000 active;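 active means inhibition above the campaign mean inhibition over all tested compounds plus 3 SD, cut at about 28% in these data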;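 further: 0% = plate median of test compound wells and 100% = 2 mM ZnCl2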
GPR7 antagonist = antagonists of human GPR7 (neuropeptides B/W receptor 1); P48145; 1.1% of 290,000 active; GPR7-expressing cells, fluorescence antagonist assay; AID 1861; inhibition, % at 4.4 µM; in the data active means inhibition above about 16%, passing the limit was not always enough;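 further: cells stimulated with the agonist NPW; 0% = agonist with vehicle and 100% = vehicle without agonist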
DNA FID counter = fluorescent intercalator displacement, NS3 helicase counter-screen; DNA fluorescent intercalator displacement, fluorescence; inhibition, % at 7.9 µM; 0.17% of 290,000 active; AID 1845; in the data active means inhibition above about 37%;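 further: 0% = vehicle and 100% = reference compound; higher means more ethidium bromide displaced from hairpin DNA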
MEKK2 WT-MEK5 = raises or lowers MEK5 binding to wildtype human MEKK2 PB1 domain; 1.1% of 290,000 active; bead flow cytometry, Alexa488-MEK5 binding to MEKK2 WT; actives lie on both sides; binding response (% of control), % at 10 µM; in the data active means binding response below about 67% or above about 130%
MEKK3 PB1 HTS = modulators (inhibitors or enhancers) of MEK5 binding to human MEKK3 PB1 domain; bead-based flow cytometry, Alexa488-MEK5 binding to MEKK3; actives lie on both sides; 0 = blocked by unlabeled MEK5, 100 = vehicle; Q99759; AID 1529; binding response (% of control), % at 10 µM; 1.4% of 290,000 active;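 active means binding response more than 3 SD above or below the average of its plate-row segment, actives on both sides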;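 further: Alexa488 bead fluorescence after subtracting the streptavidin-only scavenger bead signal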
MEKK2 mut-MEK5 = signal of MEK5 binding to mutant human MEKK2 PB1 domain | percent response, % at 10 µM | bead flow cytometry, Alexa488-MEK5 binding to MEKK2 mutant | 0.35% of 290,000 active; in the data active means percent response above about 24%, passing the limit was not always enough; further: inactives centre near 1; some results filed as inactive read as strong as hits; reference of the scale not given here
NALP1 yeast inh = NALP1 inhibition; 0.61% of 280,000 active; S. cerevisiae NALP1/ASC/caspase-1 growth, X-gal OD620, 72 h; inhibition, % at 10 µM; in the data active means inhibition mostly above about 24%, no sharp cut-off; inactive means mostly below about 32%; further: some compounds called inactive have numbers as strong as hits
PHOSPHO1 block = inhibitors of human PHOSPHO1 phosphatase | recombinant PHOSPHO1, absorbance phosphatase assay | Q8TCT1 | 1.1% of 290,000 active | inhibition, % at 13.3 µM; in the data active means inhibition above about 60%
Target sequence (Q8TCT1 whole entry, looked up): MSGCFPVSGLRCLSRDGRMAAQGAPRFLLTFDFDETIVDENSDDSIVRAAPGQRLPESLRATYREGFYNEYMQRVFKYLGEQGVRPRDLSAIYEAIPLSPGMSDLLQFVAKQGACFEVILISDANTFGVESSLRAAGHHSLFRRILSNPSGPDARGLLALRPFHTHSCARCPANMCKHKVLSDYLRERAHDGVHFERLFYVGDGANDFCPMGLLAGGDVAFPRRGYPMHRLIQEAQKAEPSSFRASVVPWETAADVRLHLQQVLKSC
OXTR ag = agonists of human oxytocin receptor | P30559 | CHO-OTR cells, Fluo-8 calcium fluorescence; normalized: DMSO 0%, oxytocin 100% | activation, % at 3 µM | 0.32% of 320,000 active | AID 2435;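 active means activation above the mean of all tested compounds plus 3 SD, cutoff set per screening run, cut at about 20% in these data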;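 further: peak over basal fluorescence ratio from a 100 s FLIPR kinetic read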
Target sequence (P30559 whole entry, looked up): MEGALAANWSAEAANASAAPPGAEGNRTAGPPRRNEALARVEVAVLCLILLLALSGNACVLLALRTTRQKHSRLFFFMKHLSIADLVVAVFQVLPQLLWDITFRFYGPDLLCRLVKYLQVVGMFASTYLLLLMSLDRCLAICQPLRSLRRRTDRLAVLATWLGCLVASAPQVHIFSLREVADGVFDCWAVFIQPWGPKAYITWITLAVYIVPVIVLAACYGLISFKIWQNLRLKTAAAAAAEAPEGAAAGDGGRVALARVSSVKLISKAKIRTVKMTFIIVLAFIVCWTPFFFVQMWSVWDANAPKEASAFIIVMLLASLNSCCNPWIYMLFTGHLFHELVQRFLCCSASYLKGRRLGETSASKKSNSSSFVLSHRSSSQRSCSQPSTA
Starred values were filed as active, the others as inactive; . = no result given.

nr	SMILES	M18AAP inhibitor	GPR7 antagonist	DNA FID counter	MEKK2 WT-MEK5	MEKK3 PB1 HTS	MEKK2 mut-MEK5	NALP1 yeast inh	PHOSPHO1 block	OXTR ag
1	CC(=O)c1cc(NC(=O)c2cccc(C(F)(F)F)c2)c(=O)oc1C	-1	-5	-3	103	105	0	31	0	-0.1
2	COc1ccc(-c2nnc(SCC(=O)c3cccs3)o2)c(OC)c1	3	3	-9	107	108	11	0	29	1.3
3	CCCCN=CC1=C(O)C(C(=O)OC)C(C)(C)CC1=O (stereo unspecified)	4	-12	-4	110	108	12	24	10	0.1
4	COc1ccc2[nH]c3c(c2c1)CCn1c-3nc2ccccc2c1=O	-3	2	-8	56	89	-62	8	-13	-0.5
5	COC(=O)c1cc(NC(=O)c2ccc(-c3ccccc3)cc2)ccc1Cl	-14	8	-3	93	94	0	23	-9	-1.4
6	CSc1cccc(NC(=O)CCS(=O)(=O)c2cccc3nonc23)c1	4	-4	-6	105	104	6	6	-127	2.5
7	CN(C(=O)C1CCCO1)c1nnc(-c2ccncc2)s1 (stereo unspecified)	-5	-12	-1	100	96	3	32	-3	0.2
8	COCCNc1nc2nonc2nc1NC(C)c1ccccc1Cl (stereo unspecified)	-3	1	2	102	107	-6	-7	60*	8.8
9	Cc1cc(O)c(C(C)C)cc1C1(c2cc(C(C)C)c(O)cc2C)OC(=O)c2ccccc21	-2	28	-18	99	93	-2	-3	-2	2.3
10	COc1cccc(/C(O)=C/c2nc3ccc(C(=O)NCCc4cccc(C)c4)cc3[nH]c2=O)c1	-7	1	-10	91	126	0	16	6	0.1
11	[O-][n+]1onc2c1CCc1c-2nn(-c2ccccc2Cl)[n+]1[O-]	-1	-14	1	99	98	-2	19	28	1.9
12	COc1ccc(OC)c(NC(=O)CSc2nnc(C3CCCCC3)o2)c1	-1	-1	-25	97	100	-5	3	37	2.7
13	Cc1nnc(NC(=O)c2ccc3ccccc3c2)s1	-9	14	-20	105	100	-2	21	37	1.3
14	CC1(c2ccccc2Cl)NC(=O)N(CC(=O)Nc2ccccc2OC(F)F)C1=O (stereo unspecified)	3	-7	-16	101	102	3	-7	20	2.4
15	CCc1ccc(O)c(-c2cc(C(=O)Nc3cccnc3)[nH]n2)c1	5	-6	-10	98	103	3	.	51	3.1
16	COc1ccc(C2=Nc3ccc(Br)cc3C(c3ccccc3)N2CC(=O)NN)cc1 (stereo unspecified)	1	2	4	99	98	0	21	-5	0.1
17	C/C(=N\NC(=O)c1nnn(-c2nonc2N)c1-c1cccs1)c1cccc(O)c1	3	2	-23	98	101	1	5	32	2.0
18	CCOC(=O)c1c(-c2ccccc2)oc2cc(Br)c(O)c(C=O)c12	28*	-37	6	94	98	4	-14	19	-0.1
19	CCOC(=O)c1sc(NC(=O)CSc2ncccn2)c(C#N)c1C	-3	-6	-1	105	107	6	-1	-36	.
20	CN1CCC(N(C)C(=S)NC(=O)C23CC4CC(CC(C4)C2)C3)CC1	-4	-13	-1	123	95	8	15	-9	1.1
21	Cc1cc(C(=O)N2CCCC2)n[nH]1	1	-3	1	100	101	-1	5	.	.
22	COc1ccc(C(=O)c2sc(Nc3ccccc3F)nc2N)cc1	3	-20	-21	96	102	0	-7	27	9.7
23	Cc1cc(C)n(CCNc2nc3nonc3nc2N2CCCCC2)n1	-4	-6	-3	89	88	-11	-9	18	-0.9
24	CCS(=O)(=O)N1CCC(c2nc(-c3ccc(C(F)(F)F)cc3)no2)CC1	1	2	-2	106	100	11	6	-59	10.0
25	O=C(Cc1cccc(Cl)c1)Nc1ccc(Br)cc1	0	7	7	99	94	-4	2	1	-2.3
26	O=S(=O)(NCc1csc(-c2cccs2)n1)c1cccc(C(F)(F)F)c1	-10	-11	-15	88	86	-16	13	-8	-2.3
27	CC(=O)Nc1ccc([N+](=O)[O-])c(CS(=O)(=O)c2ccc(C)cc2)c1[N+](=O)[O-]	3	-8	4	103	100	0	8	4	1.7
28	COc1ccc(OCC(O)CNCCOc2ccccc2OC)c(C(C)(C)C)c1 (stereo unspecified)	2	22	23	147*	112	25*	20	46	22*
29	CC(=O)C1CCC2C3CCC4=CC(=O)CC[C@]4(C)[C@@]3(F)C(O)C[C@]12C (stereo partly specified)	1	-13	-31	97	108	10	9	43	0.5
30	c1coc(CN2CNc3nc4ccccc4n3C2)c1	-12	-11	-2	107	102	3	10	20	1.2

Look-ups from above.
compound 27 | NALP1 yeast inh = 8
compound 23 | MEKK3 PB1 HTS = 88

Returning to the listing; the 2 compounds before the break are reprinted first.
nr	SMILES	M18AAP inhibitor	GPR7 antagonist	DNA FID counter	MEKK2 WT-MEK5	MEKK3 PB1 HTS	MEKK2 mut-MEK5	NALP1 yeast inh	PHOSPHO1 block	OXTR ag
29	CC(=O)C1CCC2C3CCC4=CC(=O)CC[C@]4(C)[C@@]3(F)C(O)C[C@]12C (stereo partly specified)	1	-13	-31	97	108	10	9	43	0.5
30	c1coc(CN2CNc3nc4ccccc4n3C2)c1	-12	-11	-2	107	102	3	10	20	1.2
31	O=C(NCc1ccccc1)C1CCCN(C(=O)NCc2ccccc2)C1 (stereo unspecified)	2	-7	-16	97	100	-4	17	22	0.4
32	C/C(=N\NC(=O)c1ccc(Cl)cc1)c1cccs1	-1	-10	0	96	102	-1	8	13	.
33	C/C(CC(=O)NCCCN1CCOCC1)=N\NC(=O)COc1ccc(C)cc1	11	-13	-3	113	95	19	31	-18	-0.4
34	COc1ccc2c(CC(=O)NCC3CCC(C(=O)O)CC3)cc(=O)oc2c1 (stereo unspecified)	-10	-3	-2	61	98	-62	-6	16	1.6
35	Cc1cc(SCC(=O)NCCN2C(=O)CSC2=O)nc2c(C)cccc12	-10	-6	-20	98	99	-2	.	1	-0.2
36	O=C(Nc1ccccc1)N1CCN(S(=O)(=O)c2ccccc2)CC1	-13	-2	-2	97	102	3	6	32	-0.8
37	Cc1ccc(NC(=O)CCn2cnc3cc(C)c(C)cc32)cc1	1	-7	-3	100	104	5	-1	-13	-0.6
38	COc1ccc([N+](=O)[O-])cc1NC(=O)c1cn(-c2ccc(Cl)cc2)c(=O)c2ccccc12	-2	-5	2	102	97	-1	19	-9	-0.1
39	COc1cc(NS(=O)(=O)c2ccc(NC(=O)/C=C/c3ccc([N+](=O)[O-])cc3)cc2)ncn1	-1	-5	12	82	99	-11	14	-26	-0.9
40	Cc1ccc(C(=O)OCc2nnc(-c3ccc(Br)cc3)o2)cc1	1	-5	-1	92	97	-5	20	20	-1.7
41	Cc1cccc(N(C)S(=O)(=O)c2cccc3nsnc23)c1	2	-10	-6	93	95	-1	0	16	-2.9
42	CCCc1ccc(OCC(=O)NNC(=O)c2cccnc2)cc1	3	-7	-4	107	106	9	-4	-15	0.0
43	c1ccc2ncc(-n3cnnn3)cc2c1	2	7	-1	103	105	2	6	14	0.2
44	COc1ccc(S(=O)(=O)N2CCCCC2)cc1NC(=O)c1ccc([N+](=O)[O-])o1	-6	-10	3	102	106	-1	3	32	0.7
45	C=CCn1c(SCC(=O)NCCOC)nc2scc(-c3ccco3)c2c1=O	-2	-12	-13	.	.	.	17	11	-0.1
46	COCCOC(=O)C(C#N)c1nc2ccccc2nc1N1CCN(Cc2ccccc2)CC1 (stereo unspecified)	-1	-4	-3	100	108	0	8	-3	-1.3
47	CC1CCN(CCCNC(=O)c2ccc3c(=O)n(Cc4ccc(Cl)cc4)c(=S)[nH]c3c2)CC1	-12	8	12	118	100	0	-36	37	1.3
48	Clc1cnc(N/N=C/c2ccco2)c(Cl)c1	47*	-11	-11	97	96	-1	35	16	-2.2
49	O=c1cc(O)c2sc(Nc3ccc(F)cc3)nc2[nH]1	4	-6	-2	98	102	-1	31	-2	-0.1
50	Nn1c(SCC(=O)Nc2ccccc2F)nnc1-c1cccnc1	6	0	-1	102	98	-1	10	69*	0.2
51	CCOc1ccc(C(C)C)cc1S(=O)(=O)n1nc(C)cc1C	6	-7	-21	100	98	1	12	-10	-2.4

By substructure, the entries above containing fluorine.
nr	SMILES	M18AAP inhibitor	GPR7 antagonist	DNA FID counter	MEKK2 WT-MEK5	MEKK3 PB1 HTS	MEKK2 mut-MEK5	NALP1 yeast inh	PHOSPHO1 block	OXTR ag
1	CC(=O)c1cc(NC(=O)c2cccc(C(F)(F)F)c2)c(=O)oc1C	-1	-5	-3	103	105	0	31	0	-0.1
14	CC1(c2ccccc2Cl)NC(=O)N(CC(=O)Nc2ccccc2OC(F)F)C1=O (stereo unspecified)	3	-7	-16	101	102	3	-7	20	2.4
22	COc1ccc(C(=O)c2sc(Nc3ccccc3F)nc2N)cc1	3	-20	-21	96	102	0	-7	27	9.7
24	CCS(=O)(=O)N1CCC(c2nc(-c3ccc(C(F)(F)F)cc3)no2)CC1	1	2	-2	106	100	11	6	-59	10.0
26	O=S(=O)(NCc1csc(-c2cccs2)n1)c1cccc(C(F)(F)F)c1	-10	-11	-15	88	86	-16	13	-8	-2.3
29	CC(=O)C1CCC2C3CCC4=CC(=O)CC[C@]4(C)[C@@]3(F)C(O)C[C@]12C (stereo partly specified)	1	-13	-31	97	108	10	9	43	0.5
49	O=c1cc(O)c2sc(Nc3ccc(F)cc3)nc2[nH]1	4	-6	-2	98	102	-1	31	-2	-0.1
50	Nn1c(SCC(=O)Nc2ccccc2F)nnc1-c1cccnc1	6	0	-1	102	98	-1	10	69*	0.2
